Screening data as filed in PubChem BioAssay.
AmpC detergent – qHTS Inhibitors of AmpC Beta-Lactamase (assay with detergent); P00811; AmpC hydrolysis of nitrocefin, absorbance 480 nm, 0.01% Triton; Potency, µM (top dose mostly 114 µM), for the others: at the highest dose activity change, negative = inhibition, most hits filed as inhibitors; 370,000 tested, 0.041% active; AID 485294, 2010;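 also: potency is read from the fitted curve at half-maximal effect; 0% = no-compound wells and -100% = no-enzyme wells; nearly all actives have a fitted effect of over 25% in size; some results filed as inactive show a strong effect at the top dose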
Target sequence (P00811 whole entry, looked up): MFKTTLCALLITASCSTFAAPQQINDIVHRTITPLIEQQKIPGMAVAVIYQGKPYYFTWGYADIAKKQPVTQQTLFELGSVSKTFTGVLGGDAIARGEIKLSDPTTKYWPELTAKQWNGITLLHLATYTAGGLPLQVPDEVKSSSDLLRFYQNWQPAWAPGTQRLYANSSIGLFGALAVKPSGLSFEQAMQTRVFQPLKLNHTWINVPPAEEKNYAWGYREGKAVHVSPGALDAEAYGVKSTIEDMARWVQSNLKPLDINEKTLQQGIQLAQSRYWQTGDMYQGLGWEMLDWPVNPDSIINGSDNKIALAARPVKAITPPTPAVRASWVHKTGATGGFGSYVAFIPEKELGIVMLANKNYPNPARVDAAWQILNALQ
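20 mM phosphate pH 7.0 + 0.01% (detergent screen) or 0.0001% Triton X-100; 5.3 nM AmpC reagent; cpd preinc 15 min RT; nitrocefin (800 uM stock) to start; A480 q20 s × 4 min; Activity was normalised to no-enzyme and no-compound control wells.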
TbPYK inhibitor – qHTS of Trypanosoma Brucei Inhibitors; TbPYK enzyme, Kinase-Glo Plus ATP luminescence, 45 min; Potency, µM (titrated, usually from 76.8 µM), without a hit: at the highest dose activity, negative = inhibition, most hits filed as inhibitors; 410,000 tested, 0.12% active; AID 624173, 2012; also: potency is read from the fitted curve at half-maximal effect; nearly all actives have a fitted effect of over 50% in size
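Readout: single end-point luminescence (Kinase-Glo Plus, 10 min). Reaction conditions were TbPYK/substrate plus 130 uM ADP, 45 min at RT, pH 7.2 TEA buffer. No-enzyme wells served as controls, and data were normalized before concentration-response fitting.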
AMA1-RON2 inh – qHTS for Inhibitors of AMA1-RON; Towards Development of Antimalarial Drug Lead: Primary Screen | Plasmodium falciparum AMA1 (3D7) - RON2 peptide interaction | AlphaScreen AMA1-biotinylated RON2 peptide binding | Potency, µM (series often up to 58.2 µM), without a hit: at the highest dose activity change, negative = inhibition, usual class: inhibitors | 360,000 tested, 0.2% active | AID 720542, 2013;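 also: potency is read from the fitted curve at half-maximal effect; 0% = vehicle wells and -100% = peptide control; nearly all actives have a fitted effect of over 45% in size; some results filed as inactive show a strong effect at the top dose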
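AMA1 (3D7) with his tag at 25 nM final met compounds first, then biotinylated RON2 peptide at 25 nM; detection used donor plus acceptor beads, 10 µg/mL apiece, read by AlphaScreen after 30 min at room temperature.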
HCMV inh – qHTS Assay for inhibitors of the human cytomegalovirus (HCMV); HFF cells, HCMV-luciferase reporter, 72 h; active compounds read low; activity change, negative = inhibition, % at 57.5 µM; 410,000 tested, 4.5% active; in the data active = activity change below about -60%; inconclusive = no clear call, values can overlap the other calls; inactive = above about -39%
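Two-dose cell screen: HFF monolayers treated with compounds and infected with luciferase-expressing HCMV at 1 PFU/cell, 72 h at 37C, then lysed for luciferase measurement.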
Sm TGR block – qHTS Assay for the Inhibitors of Schistosoma Mansoni Peroxiredoxins. Schistosoma mansoni thioredoxin glutathione reductase (TGR), Q962Y6. purified TGR, DTNB reduction, TNB absorbance 405 nm. Potency, µM (highest dose often 114 µM), without a hit: at the top dose activity change, negative = inhibition, hits mostly inhibitors. 360,000 tested, 3% active; also: potency is read from the fitted curve at half-maximal effect; nearly all actives have a fitted effect of over 60% in size
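Kinetic colorimetric format: TGR-catalysed, NADPH-driven DTNB reduction monitored via TNB absorbance. Enzyme dispensed at 20 nM; compound exposure 15 min at room temperature before reaction start.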
AmpC no deterg – qHTS Inhibitors of AmpC Beta-Lactamase (assay without detergent). 330,000 tested, 0.52% active. AID 485341, 2010. Potency, µM (titrated, usually from 57.1 µM), without a hit: top-dose activity change, negative = inhibition, actives largely listed as inhibitors. AmpC nitrocefin hydrolysis, absorbance 480 nm, 0.0001% Triton. P00811;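 also: potency is read from the fitted curve at half-maximal effect; plate controls were no compound for no effect and no enzyme for full effect; nearly all actives have a fitted effect of over 20% in size; some results filed as inactive show a strong effect at the top dose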
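AmpC (5.3 nM in the dispensed reagent) in 20 mM phosphate pH 7.0 with 0.01% (detergent screen) or 0.0001% Triton X-100 was preincubated with compounds for 15 min at room temperature. Nitrocefin was then added from an 800 uM solution, and hydrolysis was followed at 480 nm.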
LmPK inh – qHTS Assay for Inhibitors of Leishmania Mexicana Pyruvate Kinase (LmPK); purified LmPK, Kinase-Glo ATP luminescence, 1 h; Potency, µM (series often up to 57.5 µM), without a hit: at the top dose activity change, negative = inhibition, actives largely listed as inhibitors; 290,000 tested, 0.37% active; AID 1721, 2009; also: potency is read from the fitted curve at half-maximal effect
Target sequence (Q27686 whole entry, looked up): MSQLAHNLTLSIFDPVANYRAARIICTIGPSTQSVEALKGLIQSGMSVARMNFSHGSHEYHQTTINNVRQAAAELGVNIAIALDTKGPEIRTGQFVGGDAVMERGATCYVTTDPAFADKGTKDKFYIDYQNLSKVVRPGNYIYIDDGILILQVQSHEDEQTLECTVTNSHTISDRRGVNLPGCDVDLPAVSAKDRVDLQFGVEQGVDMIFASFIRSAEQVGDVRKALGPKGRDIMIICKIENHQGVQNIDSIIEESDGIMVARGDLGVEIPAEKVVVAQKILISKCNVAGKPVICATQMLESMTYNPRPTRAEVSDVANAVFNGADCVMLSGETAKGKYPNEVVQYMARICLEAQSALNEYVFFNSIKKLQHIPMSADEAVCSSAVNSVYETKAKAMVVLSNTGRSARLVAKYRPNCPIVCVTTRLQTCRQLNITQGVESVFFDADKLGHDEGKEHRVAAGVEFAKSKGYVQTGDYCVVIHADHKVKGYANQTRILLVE
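Purified LmPK (0.1 nM) with 0.5 mM PEP and 0.1 mM ADP in imidazole buffer pH 7.2 with MgCl2/KCl, 1 h at room temperature. ATP formed was read by luciferase luminescence and normalized to no-enzyme and uninhibited controls.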
Numbers without * were called inactive; ? = inconclusive; nt = not tested or not shown; [ ] = remark or other dose. Unless noted, calls follow the shape of the dose curve; as a rule, active = well fitted curve in the direction sought with a large enough effect; inconclusive = small, poorly fitted or top-dose-only effect, or another doubt; inactive = no such curve, though single readings can be large; an effect the other way counts as inactive or inconclusive. Unless noted, % is scaled to controls: 0 for no effect and ±100 for the full control effect.

Sample of the layout:
The line under a structure holds: AmpC detergent, TbPYK inhibitor, AMA1-RON2 inh, HCMV inh, Sm TGR block, AmpC no deterg, LmPK inh
- CCOc1cc(S(=O)(=O)N2CCN(C(=O)c3ccco3)CC2)ccc1F
 : -4%, -4%, 17%, -2, 0%, 31%, -1%
- Cc1ccc(Cc2c(C)nc3nc(SCC(=O)N4CCC5(CC4)OCCO5)nn3c2C)cc1
 : 1%, 4%, -9%, 10, -22%, 126%[activator], 0%
- CCOC(=O)CCC(=O)N1CCOCCN(C(=O)CCC(=O)OCC)CCOCC1
 : -9%, -9%, -4%, -5, -10%, -10%, 5%
- Cc1ccccc1NC(=O)/C(C#N)=C/c1ccccc1C(F)(F)F
 : 4%, -6%, -3%, -34, -3%, -36%, 1%
- c1ccc(Cc2ccc(OCCN3CCOCC3)cc2)cc1
 : -12%, -12%, -9%, -3, 6%, 95%[activator], -7%
- O=C(c1nc2ccccn2c1CNCCn1ccc2ccccc21)N1CCOCC1
 : -3%, 2%, -11%, -27, -7%, 91%[activator], 5%
- CCCCn1c(N)c(N(CC(C)C)C(=O)C2CSC3(C)CCC(=O)N23)c(=O)[nH]c1=O (stereo not given)
 : -16%, -3%, 7%, -23, -14%, -9%, nt
- O=C(CCCN1C(=O)/C(=C/c2cccs2)SC1=S)Nc1cc([N+](=O)[O-])ccc1O
 : 5%, 2%, -6%, -73*, -19%, -36%, 2%
- O=C(NCCc1ccccc1)C(=O)Nc1cccc(Br)c1
 : -9%, 1%, nt, 26, 2%, nt, nt
- CCCOc1ccc(-c2cc3onc(-c4ccccc4)c3c(=O)n2C)cc1
 : nt, -4%, -5%, 0, nt, -10%, nt
- O=C(CSc1nc(C2CC2)nc2ccccc12)NCc1ccc2c(c1)OCO2
 : -1%, nt, nt, nt, 0%, -16%, -2%
- CCN(CC)c1nc(N)c2c(N)n(-c3ccccc3C)c(=S)c(C#N)c2c1C#N
 : 1%, -15%, 9%, 12, 8%, -39%, 4%

The whole of this part, previewed entries included:
The line under a structure holds: AmpC detergent, TbPYK inhibitor, AMA1-RON2 inh, HCMV inh, Sm TGR block, AmpC no deterg, LmPK inh
- CCOc1cc(S(=O)(=O)N2CCN(C(=O)c3ccco3)CC2)ccc1F
 : -4%, -4%, 17%, -2, 0%, 31%, -1%
- Cc1ccc(Cc2c(C)nc3nc(SCC(=O)N4CCC5(CC4)OCCO5)nn3c2C)cc1
 : 1%, 4%, -9%, 10, -22%, 126%[activator], 0%
- CCOC(=O)CCC(=O)N1CCOCCN(C(=O)CCC(=O)OCC)CCOCC1
 : -9%, -9%, -4%, -5, -10%, -10%, 5%
- Cc1ccccc1NC(=O)/C(C#N)=C/c1ccccc1C(F)(F)F
 : 4%, -6%, -3%, -34, -3%, -36%, 1%
- c1ccc(Cc2ccc(OCCN3CCOCC3)cc2)cc1
 : -12%, -12%, -9%, -3, 6%, 95%[activator], -7%
- O=C(c1nc2ccccn2c1CNCCn1ccc2ccccc21)N1CCOCC1
 : -3%, 2%, -11%, -27, -7%, 91%[activator], 5%
- CCCCn1c(N)c(N(CC(C)C)C(=O)C2CSC3(C)CCC(=O)N23)c(=O)[nH]c1=O (stereo not given)
 : -16%, -3%, 7%, -23, -14%, -9%, nt
- O=C(CCCN1C(=O)/C(=C/c2cccs2)SC1=S)Nc1cc([N+](=O)[O-])ccc1O
 : 5%, 2%, -6%, -73*, -19%, -36%, 2%
- O=C(NCCc1ccccc1)C(=O)Nc1cccc(Br)c1
 : -9%, 1%, nt, 26, 2%, nt, nt
- CCCOc1ccc(-c2cc3onc(-c4ccccc4)c3c(=O)n2C)cc1
 : nt, -4%, -5%, 0, nt, -10%, nt
- O=C(CSc1nc(C2CC2)nc2ccccc12)NCc1ccc2c(c1)OCO2
 : -1%, nt, nt, nt, 0%, -16%, -2%
- CCN(CC)c1nc(N)c2c(N)n(-c3ccccc3C)c(=S)c(C#N)c2c1C#N
 : 1%, -15%, 9%, 12, 8%, -39%, 4%
- O=C(N/N=C/c1ccccn1)c1cccc(S(=O)(=O)N2CCCC2)c1
 : 8%, 1%, 114%[activator], -30, 7%, -8%, 3%
- Cc1cccc(C(=O)N/N=C/c2ccc(OC3CSC3)cc2)c1
 : -11%, 3%, 21%, 22, 8%, -25%, -2%
- CC(=O)NC(Cc1ccccc1)C(=O)NC1CCN(c2ncccc2[N+](=O)[O-])CC1 (stereo not given)
 : 0%, 5%, ?, 26, 2%, -12%, -5%
- O=C1OC(N2C(=O)CC[C@H]2C(=O)Nc2ccc3c(c2)OCO3)c2ccccc21 (stereo not given in full)
 : ?, -5%, -1%, -15, 1%, -20%, -9%
- CC1=NNC(=O)C1Br (stereo not given)
 : nt, ?, -2%, -8, nt, nt, nt
- CN(/N=C/c1cc(Br)cc(Br)c1O)c1cccc(C(F)(F)F)n1
 : -11%, 0%, 30%[activator], -65*, -27%, -6%, 1%
- COc1ccccc1N(CC(=O)NC1CCCC1)C(=O)CCC(=O)Nc1ccccn1
 : 3%, -7%, 14%, 19, -1%, -12%, 0%
- Cc1cccc(NC(=O)C(C)C(=O)c2ccccc2)c1 (stereo not given)
 : ?, 10%, -1%, -13, 9%, -16%, -11%
- CC(C)OP(=O)(c1ccc(N(C)C)cc1)C(O)c1ccccc1F (stereo not given)
 : -2%, 1%, 0%, 14, 3%, 19%, -6%
- Nc1ccccc1C(=O)NNc1ncc(C(F)(F)F)cc1Cl
 : 3%, 1%, 53%[activator], ?, 8%, -23%, -2%
- COc1cccc(Nc2nc(C(N)CO)cs2)n1 (stereo not given)
 : nt, 2%, 53%[activator], -7, nt, nt, nt
- Cc1nc2ccc(NC(=O)CCC3CCCC3)cc2s1
 : -7%, -5%, 23%, 151, -4%, 15%, 0%
- Cc1cc(C)n(-c2nc3ccccc3nc2Nc2ccc(CC(=O)O)cc2)n1
 : -9%, 0%, 6%, 36, -27%, -22%, 6%
- CCn1c2ccccc2c2cc(NC(=O)CCCN3C(=O)CCC3=O)ccc21
 : ?, -11%, -3%, -28, -14%, 277%[activator], 4%
- CO[C@H]1C=CO[C@@]2(C)Oc3c(C)c(O)c4c(O)c(c(C=NN5CCN(C)CC5)c(O)c4c3C2=O)NC(=O)C(C)=CC=C[C@H](C)[C@H](O)[C@@H](C)[C@@H](O)[C@@H](C)[C@H](OC(C)=O)[C@@H]1C
 : -4%, -11%, ?, -19, -18%, 219%[activator], ?
- CCOc1ccc(C(C)=O)cc1NC(=O)/C=C\C(=O)O
 : 6%, 9%, -2%, -38, -25%, -18%, 7%
- N=C1C(c2ccccc2)=C(O)CN1NC(=O)c1ccc(Cl)cc1
 : 10%, -3%, 27%, 5, 3%, -27%, 0%
- Cc1oc2ccc(O)c(CN3CCCC3)c2c1C(=O)Nc1ccc(C(C)C)cc1
 : 11%, -6%, nt, ?, -2%, nt, nt
- Cc1ccc(N2CC(O)CSC2=Nc2ccccc2)cc1 (stereo not given)
 : nt, 2%, 0%, -34, nt, nt, nt
- COc1ccc(S(=O)(=O)N(C(=O)c2ccncc2)c2ccc3oc4c(c3c2)CCCC4)cc1
 : -8%, -6%, ?, -10, -4%, 54%, 1%
- CCn1c(/C=C/Nc2ccccc2)[n+](CC)c2ccc(Cl)cc21
 : -7%, -6%, -7%, 11, -3%, -14%, -1%
- O=C(/C=C/c1ccccc1)N(c1ccccn1)C1CCCCC1
 : -1%, 0%, -3%, 5, 5%, -4%, -3%
- COc1cc(-n2c(=O)c3ccccc3n(CC(=O)c3ccc(Br)cc3)c2=O)cc(OC)c1OC
 : 7%, -7%, 0%, -10, -2%, -22%, 0%
- COc1cccc(-c2nnc(N)o2)c1
 : 1%, 3%, -1%, -12, 7%, -12%, -1%
- COc1ccc(C(=O)CC(C(=O)O)c2ccc(OC)c(OC)c2)cc1OC (stereo not given)
 : nt, 1%, -9%, 24, nt, nt, nt
- CCS(=O)(=O)c1ccc2oc(SCC(=O)c3ccco3)nc2c1
 : 1%, -14%, -3%, 11, -19%, -14%, -3%
- COc1cc(-c2cnc3c(NC=O)cc(-c4cccc(NC(C)=O)c4)cn23)cc(OC)c1OC
 : nt, -10%, 32%[activator], -1, nt, nt, nt
- CSc1ncnc2[nH]ncc12
 : nt, -6%, 10%, -1, nt, nt, nt
- Cc1cccc(N2CCN(S(=O)(=O)c3ccc4[nH]c(=O)ccc4c3)CC2)c1C
 : -14%, 7%, 14%, -28, -20%, -14%, -2%
- Clc1ccc(C2=NN(c3ccccc3)C(c3ccco3)C2)cc1 (stereo not given)
 : -4%, 5%, 34%[activator], -3, -25%, -28%, -6%
- Cc1ccccc1-c1nc(CN2CCCC(C(=O)NCc3cccnc3)C2)c(C)o1 (stereo not given)
 : -14%, nt, 3%, 51, -8%, 78%[activator], 3%
- COc1ccc(-n2nc3c(=O)[nH][nH]c3cc2=O)cc1
 : 3%, -5%, -10%, -27, -13%, -16%, -8%
- O=C(CN1CCCC1)Nc1sc2c(c1C(=O)Nc1ccc(Br)cc1)CCC2
 : ?, 1%, 68%[activator], 37, 3%, -31%, 5%
- CCCNC(=O)CN1C(=O)NC2(CCCc3cc(OC)ccc32)C1=O (stereo not given)
 : 1%, 6%, -4%, 36, 11%, -14%, -1%
- CCN1c2ccccc2S(=O)(=O)c2ccccc21
 : 2%, -10%, 1%, 22, 9%, -12%, 3%
- COc1ccc2nc(NC(=O)CSc3nc(C)cc(C)n3)sc2c1
 : ?, -2%, -23%, 21, -5%, -12%, 3%
- NC(=O)c1ccc(OCC(F)(F)C(F)(F)C(F)(F)C(F)(F)C(F)(F)C(F)F)cc1
 : 7%, 1%, -4%, 32, 33%, 0%, 5%
- CC1CCCC(NC(=O)c2cn(C)c3ccc(S(=O)(=O)N4CCCC4)cc3c2=O)C1C (stereo not given)
 : 1%, nt, nt, 12, -1%, 2%, 5%
- COc1ccc(NC(=O)NN2CCN(C)CC2)cc1OC
 : -7%, 0%, -17%, 24, 0%, -10%, -5%
- CC(NC(=O)COC(=O)CCN1C(=O)C2CC=CCC2C1=O)c1ccc(Br)cc1 (stereo not given)
 : 3%, -18%, 7%, 29, 5%, 89%[activator], nt
